Jurkat NFkB inh: inhibitors of induced NF-kB luciferase reporter, primary screen, TCR NF-kB activation inhibitor project, cell-based, luminescence, uHTS; inhibition, % at 4 µM; Jurkat, PMA/ionomycin-induced NF-kB luciferase reporter; 330,000 tested, 0.53% active; in the data active = inhibition above about 50%
Mdm2-MdmX inh: inhibitors of human Mdm2-MdmX association, primary screen, cell-based, luminescence, split luciferase, SaOS-2, uHTS; Protein Mdm4 (Homo sapiens) + E3 ubiquitin-protein ligase Mdm2 (Homo sapiens), …; SaOS-2 split-luciferase Mdm2/MdmX complementation; inhibition, % at 8 µM; 330,000 tested, 3% active; AID 485346, 2010;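 active = inhibition of at least 50% at 8 µM in the primary screen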
Target sequence (O15151 whole entry, looked up): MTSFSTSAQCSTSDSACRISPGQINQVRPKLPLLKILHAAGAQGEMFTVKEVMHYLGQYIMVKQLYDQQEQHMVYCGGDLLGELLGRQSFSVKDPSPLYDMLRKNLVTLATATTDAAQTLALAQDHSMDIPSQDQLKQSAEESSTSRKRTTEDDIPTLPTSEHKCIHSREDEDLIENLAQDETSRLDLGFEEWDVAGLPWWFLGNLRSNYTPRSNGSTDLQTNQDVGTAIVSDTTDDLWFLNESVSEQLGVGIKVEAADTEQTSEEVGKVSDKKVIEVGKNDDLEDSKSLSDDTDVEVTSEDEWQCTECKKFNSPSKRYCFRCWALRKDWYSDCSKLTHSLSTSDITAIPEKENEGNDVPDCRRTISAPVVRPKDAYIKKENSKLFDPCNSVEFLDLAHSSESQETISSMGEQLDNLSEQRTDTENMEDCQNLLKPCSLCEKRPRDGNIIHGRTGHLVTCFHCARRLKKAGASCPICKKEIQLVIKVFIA
Target sequence (Q00987 whole entry, looked up): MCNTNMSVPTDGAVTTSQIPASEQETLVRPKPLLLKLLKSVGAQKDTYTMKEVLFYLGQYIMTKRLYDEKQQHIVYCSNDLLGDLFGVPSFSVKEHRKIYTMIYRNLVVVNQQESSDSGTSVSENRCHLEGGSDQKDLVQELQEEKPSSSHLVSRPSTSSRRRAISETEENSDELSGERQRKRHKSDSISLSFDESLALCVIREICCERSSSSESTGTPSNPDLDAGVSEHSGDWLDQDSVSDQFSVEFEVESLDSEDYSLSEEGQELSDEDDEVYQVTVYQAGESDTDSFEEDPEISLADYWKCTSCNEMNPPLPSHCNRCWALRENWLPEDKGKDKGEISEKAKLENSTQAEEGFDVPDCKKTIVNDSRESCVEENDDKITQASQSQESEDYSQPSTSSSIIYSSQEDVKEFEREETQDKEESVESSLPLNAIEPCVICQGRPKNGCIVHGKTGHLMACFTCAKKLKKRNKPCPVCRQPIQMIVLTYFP
CHOP UPR activ: activators of apoptotic CHOP UPR arm, primary screen, cell-based, CHO-CHOP luciferase reporter, luminescence, uHTS. 330,000 tested, 0.34% active. UPR activation; percent of tunicamycin response over DMSO baseline. AID 449763, 2010. activation, % at 10 µM;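 active = at 10 µM dose, activation of 40% or more, normalized to positive control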;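 also: 100% = tunicamycin at 10 µg/mL and 0% = DMSO alone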
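System: CHO-CHOP luciferase reporter cell line | Buffer or medium: F12 medium containing 10% fetal bovine serum | Doses: One dose, 10 µM in 0.5% DMSO | Times: 6 h compound exposure at 37 °C after overnight seeding | Signal: Luciferase luminescence | Read-out: % activation vs tunicamycin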
UPR XBP1 act: activators of adaptive XBP1 UPR arm, primary screen, cell-based, CHO-XBP1 luciferase reporter, luminescence, uHTS. IRE1-XBP1 UPR activation; percent of tunicamycin response, DMSO as zero. activation, % at 20 µM. 330,000 tested, 0.33% active. AID 463104, 2010;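 active = versus positive control, 20 µM dose yields 30% or more activation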;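 also: 100% = tunicamycin at 10 µg/mL and 0% = DMSO only wells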
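Material: CHO-XBP1 cells stably carrying IRE1-XBP1-driven luciferase reporter / Amount: 1000 cells per well / Compound: 20 µM, 1% DMSO / Times: 6 h treatment, 37 °C / Detection: luciferase luminescence / Measure: % activation of reporter signal versus tunicamycin and DMSO controls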
697 NFkB inh: inhibitors of PMA/ionomycin-induced NF-kB reporter, 697 cells, primary screen, B-cell NF-kB inhibitor project, cell-based, luminescence, uHTS; 330,000 tested, 0.33% active; inhibition, % at 4 µM; 697 B-cell NF-kB luciferase reporter, 16 h; in the data active = inhibition above about 35%
APJ antag: antagonists of human apelin receptor APJ, primary screen, CHO-K1 cells, beta-arrestin complementation, luminescence; inhibition, % at 20 µM; P35414; 330,000 tested, 0.32% active; AID 2521, 2010;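 active = inhibition above about 40% at 20 µM, limit read from the data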;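 also: cells challenged with 10 nM apelin-13 agonist together with compound; plate controls were apelin-13 plus DMSO wells for no effect and DMSO wells lacking apelin-13 for full effect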
APJ agonist: agonists of human apelin receptor APJ, primary screen, CHO-K1 cells, PathHunter beta-arrestin, luminescence. P35414. 0% DMSO wells, 100% apelin. activation, % at 20 µM. 330,000 tested, 0.11% active;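 active = activation more than six SD over the plate average, tested at 20 µM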;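 also: 0% = DMSO alone and 100% = apelin-13 at 10 nM; some results filed as inactive read as strong as hits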
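Material: CHO-K1 APJ beta-arrestin complementation cell line; Input: cell density 1000 per well; Incubation: compound stimulation 90 min at 25 °C, detection 60 min; Signal: luminescence from split beta-galactosidase complementation, Galacton Star/Emerald II substrate; Controls: DMSO-only wells as negative, 10 nM Apelin-13 as positive control.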
tim23-1 inh: growth inhibitors of tim23-1 mutant yeast, primary screen, luminescence, uHTS | S. cerevisiae tim23-1 growth, BacTiter-Glo luminescence, 24 h | inhibition, % at 20 µM | 330,000 tested, 1.3% active | AID 463212, 2010;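 active = growth inhibition of the mutant yeast at or above 50%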;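 also: temperature-sensitive mutant grown at 25 °C; plate controls were DMSO-treated mutant yeast for no effect and medium wells lacking yeast for full effect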
* hit, by the source's call. No enrichment for hits. Share with any hit: about 5%.

no.	mol	Jurkat NFkB inh	Mdm2-MdmX inh	CHOP UPR activ	UPR XBP1 act	697 NFkB inh	APJ antag	APJ agonist	tim23-1 inh
1	Cc1cccc(C)c1NC(=O)C1CSC2(C)CCC(=O)N12 (configuration not stated)	7	7	1.3	-2	23	-6	-1	-1
2	Cc1ccc(CNC(=O)C2CC(c3ccccc3F)=NO2)cc1 (configuration not stated)	12	36	-0.5	3	12	-48	2	12
3	Cc1ccc(OCC(=O)N2N=C(c3ccncc3)CC2(O)C(F)(F)F)cc1C (configuration not stated)	5	22	1.2	-1	-6	-4	-1	22
4	CCc1ccccc1NC(=O)CNC(=O)c1cc(C2CC2)nn1-c1ccccc1	-5	-23	0.3	-1	-3	-3	3	26
5	NS(=O)(=O)c1ccc(CCNC(=O)c2cc([N+](=O)[O-])ccc2N2CCCCC2)cc1	20	12	-1.4	1	14	32	-3	8
6	COc1cccc(NC(=O)Nc2ccc3c(c2)nnn3C)c1	-53	1	4.0	1	-42	-3	0	-7
7	O=C(Oc1ccc(-c2nnco2)cc1)c1ccc(F)c(S(=O)(=O)N2CCOCC2)c1	2	-2	0.4	-3	2	-19	4	15
8	CC(=O)NC1=NN(C(C)=O)C2(S1)C(=O)N(C(C)=O)c1ccc(C)cc12 (configuration not stated)	4	13	0.5	2	4	-5	-4	11
9	O=C(c1cc(-c2cccc(Cl)c2)nc2ccccc12)N1CCN(c2ccccn2)CC1	9	27	0.9	-2	12	-29	2	44
10	O=C(NNS(=O)(=O)c1ccccc1)c1cccc(F)c1	-8	8	0.1	-2	-14	16	-3	19
11	Cc1ccc(-c2nnn(CC(=O)N(CCO)C(C(=O)NC3CCCCC3)c3ccncc3)n2)o1 (configuration not stated)	-29	-13	0.1	-4	-6	-3	-5	3
12	Cc1ccc(NCCC(=O)c2cccs2)cc1	-113	-16	5.2	1	-93	0	-3	11
13	C=CCn1c(Cc2cccs2)nnc1SCC(=O)NC1CC1	5	40	1.6	-2	16	7	-3	2
14	O=S(=O)(c1ccc2c(c1)OCCO2)N1CCc2ccccc21	-6	8	-1.0	-3	-2	9	0	9
15	CCOc1ccc(CN(C)C(=O)c2ccc(=O)[nH]c2)cc1	6	-18	1.4	-5	0	11	-1	2
16	COc1cccc(C2NC(CC(C)C)(C(=O)O)C3C(=O)N(Cc4ccccc4)C(=O)C23)c1O (configuration not stated)	1	13	-1.0	1	-5	-7	-1	0
17	Cc1ccc(CN(c2ccc(C(=O)NCc3cccnc3)cc2)S(C)(=O)=O)cc1	13	18	-0.9	1	-7	14	-2	13
18	CCCC(=O)Nc1ccc(C(=O)O)cc1NC(=O)CCC	14	-27	-0.9	-2	-1	13	1	9
19	COc1ccc(CCNC(=O)COC(=O)/C=C/c2cccc(F)c2)cc1	-3	-8	0.9	0	14	-3	-2	16
20	O=C(Nc1ccc(C(F)(F)F)cc1)c1cnc(N2CCN(c3ccccn3)CC2)c2ccccc12	9	31	3.9	0	-39	6	3	-13
21	Cc1ccccc1CSc1nc2ccccc2c(=O)n1C	8	30	-1.2	-5	-17	23	-5	13
22	C=CCC1(CC=C)CCCN1C(=O)c1cc(COc2cccc(OC)c2)on1	5	17	0.5	-9	-1	7	0	16
23	COc1ccc(NC(=O)CCS(=O)(=O)c2ccc3nc(C)sc3c2)cc1OC	-3	13	1.5	-2	12	2	-1	-7
24	COc1ccc2[nH]c(C)c(CCN3C(=O)C4C5C=CC(C5)C4C3=O)c2c1 (configuration not stated)	-6	-3	-1.0	0	-2	-36	-2	10
25	O=C(Nc1cccc(O)c1)C(=O)Nc1ccccn1	-115	-113	-6.1	-5	-112	-1	1	1
26	COc1ccc(N(CC(=O)N2CCCCCC2)S(=O)(=O)c2c(C)[nH]c(=O)[nH]c2=O)cc1	0	25	1.8	3	-12	-4	-5	-5
27	Cc1c(Cc2ccc3c(c2)OCO3)sc(NC(=O)C(C)(C)C)c1C#N	24	58*	-1.8	-1	-23	12	-1	-7
28	O=C(NC1CCCN(Cc2ccc(Cl)cc2)C1)c1cccc(N2CCCC2=O)c1 (configuration not stated)	19	17	-0.7	-3	8	9	-5	-5
29	Cc1cc(C)cc(NC(=O)C2CCN(c3nccs3)CC2)c1	-3	-4	-0.2	-1	-8	-7	-7	16
30	O=C(CCNC(=O)c1ccc(Br)cc1)NCCCSc1ccccc1	6	18	0.4	0	8	9	2	3
31	Cc1ccc(S(=O)(=O)CCc2nnc(NC(=O)c3ccccn3)s2)cc1	-12	10	-1.6	-3	1	15	-8	19
32	COc1ccc(NC(=S)N(CCCN2CCCCC2)Cc2cccs2)cc1	-2	6	5.4	0	-24	-3	2	14
33	O=[n+]1c2c(n([O-])c3cc(Cl)ccc31)CCCC2	-17	-3	0.5	-1	-8	-31	1	-1
34	O=C(Nc1ccccc1N1CCN(C(=O)c2ccc(Cl)cc2)CC1)c1ccc([N+](=O)[O-])o1	18	55*	6.7	-4	-15	-140	26	30
35	CCc1cccc2c(C(=O)COC(=O)/C=C/c3ccccc3OC)c[nH]c12	1	6	1.4	-1	-29	7	-2	-8
36	CC1Cc2c([nH]c3ccccc23)C2c3ccccc3CN12 (configuration not stated)	-5	19	-0.4	-2	-8	13	0	22
37	O=S(=O)(NCC1CCCO1)c1cccc(S(=O)(=O)N2CCCC2)c1 (configuration not stated)	8	11	2.0	-1	8	1	0	5
38	Cc1nnsc1C(=O)NC(C)C12CC3CC(CC(C3)C1)C2 (configuration not stated)	13	9	1.7	6	-5	4	-2	26
39	NC(=O)CNc1ncc(C(F)(F)F)cc1Cl	14	7	0.1	-2	-1	23	-4	7
40	O=C(O)c1ccc(N2CCCCS2(=O)=O)cc1	-3	7	-0.1	2	5	-2	2	2
41	Cc1ccc(/C=N/NC(=O)c2nnn(-c3nonc3N)c2CNc2ccccc2)cc1	-4	6	0.7	-1	5	-4	-1	16
42	Cc1ccccc1CN1CCNC(=O)C1CC(=O)NC1CCCCCCC1 (configuration not stated)	-15	25	3.2	-5	-14	-17	4	13
43	O=C(NC1CCCCC1)N1CCCC(c2nc(-c3cccs3)no2)C1 (configuration not stated)	7	-9	0.3	-1	7	-5	-1	30
44	COc1cccc(NC(=O)CN(C)C(=O)CCNC(=O)c2ccccc2Cl)c1	6	1	-1.1	1	16	3	-1	1
45	N#CC(C#N)=CC1=C2OC(c3ccccc3)=CC(c3ccccc3)=C2CCC1	7	35	-1.2	-1	5	41*	-8	43
46	CN(C)CCNC(=S)Nc1cccc(Cl)c1	10	22	-2.7	0	16	14	-3	-2
47	C[C@]12CCC(=O)C=C1CCC1C2CC[C@@]2(C)C1CCC21OCCO1 (some centres not stated)	6	13	1.1	-2	4	1	-1	43
48	O=C(Nc1ccc(-c2ccc3nncn3n2)cc1)C1CCCC1	-21	-5	1.4	2	4	-8	0	28

The final 4 records of the part before open the next one:
no.	mol	Jurkat NFkB inh	Mdm2-MdmX inh	CHOP UPR activ	UPR XBP1 act	697 NFkB inh	APJ antag	APJ agonist	tim23-1 inh
45	N#CC(C#N)=CC1=C2OC(c3ccccc3)=CC(c3ccccc3)=C2CCC1	7	35	-1.2	-1	5	41*	-8	43
46	CN(C)CCNC(=S)Nc1cccc(Cl)c1	10	22	-2.7	0	16	14	-3	-2
47	C[C@]12CCC(=O)C=C1CCC1C2CC[C@@]2(C)C1CCC21OCCO1 (some centres not stated)	6	13	1.1	-2	4	1	-1	43
48	O=C(Nc1ccc(-c2ccc3nncn3n2)cc1)C1CCCC1	-21	-5	1.4	2	4	-8	0	28
49	Cc1ccc(C(C(=O)NC(C)(C)C)N(Cc2cccs2)C(=O)c2csnn2)cc1 (configuration not stated)	10	-16	-0.5	-1	6	-3	-6	26
50	Cc1nc2ccccc2nc1OCc1cccc(Cl)c1	-5	11	-1.8	2	-6	1	-5	23
51	COc1ccc(-c2coc3cc(O[C@@H]4O[C@H](CO)[C@@H](O)[C@H](O)[C@H]4O)ccc3c2=O)cc1	-36	-44	6.7	2	-129	1	-4	0
52	COc1ccnc(Oc2ccc3ccccc3c2)c1C#N	-49	-29	2.8	0	-66	9	-6	-1
53	CCN1CCN(C(=O)N2CCOCC2)CC1	8	23	0.0	-2	15	9	-3	1
54	CCn1ccnc1CN(C)Cc1nc(Cc2cccc(C(F)(F)F)c2)no1	-8	-1	-1.2	1	-28	3	0	13
55	C[C@H](CO)N1C[C@H](C)[C@@H](CN(C)C(=O)Nc2ccc(C(F)(F)F)cc2)Oc2c(NS(=O)(=O)c3ccc(F)cc3)cccc2C1=O	-6	15	0.1	-5	4	-2	-3	5
56	CCCCCOc1ccc(CSCCNC(=S)Nc2ccccc2)cc1	-5	35	4.4	-1	13	-10	-1	12
57	COc1ccc(C(=O)NCCS(=O)(=O)NCc2cccnc2)cc1	14	-9	1.9	-3	3	22	5	7
58	Cc1ccc(-c2cc(C(=O)Nc3cc(C)on3)c3ccccc3n2)cc1	5	-11	-1.1	-3	-11	-1	-1	8
59	CCN(C(=O)Cn1cnc2c1c(=O)n(C)c(=O)n2C)C1CCCCC1	2	18	0.1	-1	-4	0	-1	-6
60	CCOc1ccc(-n2c(-c3ccco3)nc3c(cnn3-c3ccc(C)cc3)c2=O)cc1	-16	16	-0.3	1	-13	-8	-1	6
61	O=C(CSc1nnc(COc2ccc(F)cc2)o1)N1CCCCC1	3	7	-2.0	1	-3	14	-2	-6
62	COc1ccc2[nH]cc(CCN=C3SCC(=O)N3C)c2c1	-24	-16	-0.1	-1	-41	-5	-2	4
63	Cc1nc(N2CCOCC2)nc(N2CCC(C)CC2)c1[N+](=O)[O-]	3	13	-0.1	-2	4	9	-4	6
64	O=S(=O)(c1cccc(Br)c1)N1CCN(S(=O)(=O)c2ccc3c(c2)OCCO3)CC1	29	13	2.3	0	11	-2	1	6
65	CCCn1c(=N)c(C(=O)NC2CCCC2)cc2c(=O)n3cccc(C)c3nc21	-11	-2	-1.3	-6	26	7	-3	-41
66	CCOc1cc(C)c(S(=O)(=O)Nc2ccc3cn[nH]c3c2)cc1C	16	31	3.1	-1	-6	-4	2	27
67	CC(C(=O)N(C)c1ccccc1)N1CCN(C(=O)c2ccccc2)CC1 (configuration not stated)	9	-12	1.2	-2	1	-21	-3	17
68	COCCN(Cc1nc2ccccc2c(=O)[nH]1)C(=O)c1cccc(S(=O)(=O)N2CCCC2)c1	-1	-21	0.5	-1	5	1	-4	6
69	O=C(COc1ccc2ccc(=O)oc2c1)NCCc1c[nH]c2ccc(F)cc12	10	-8	0.2	-5	-21	18	-2	1
70	Nc1ccccc1Nc1ccc([N+](=O)[O-])cc1[N+](=O)[O-]	-1	21	0.0	-1	0	-13	1	-3
71	O=C(CN1C(=O)C(c2ccc(F)cc2)=NC12CCCC2)Nc1ccc(F)cc1	29	14	0.8	-2	0	14	4	2
72	O=C(CCNC(=O)c1ccc([N+](=O)[O-])cc1)Nc1cc(Cl)ccc1N1CCOCC1	12	-16	-1.0	3	7	-13	-2	1

From PubChem BioAssay
